# Source: PubChem (several laboratories)
# ABHD4 inh – ABHD4 inhibitors, primary screen, biochemical, fluorescence polarization, mouse; purified mABHD4, FP-Rh probe fluorescence polarization; inhibition, % at 8.92 µM; 370,000 compounds, 0.54% hits; AID 720543, 2013;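 active means inhibition exceeding the mean over every tested compound plus 3 SD, cut at about 30% in these data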;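 further: 0% = plate median of compound wells and 100% = S159A mutant with DMSO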
# Target sequence (Q8VD66 whole entry, looked up): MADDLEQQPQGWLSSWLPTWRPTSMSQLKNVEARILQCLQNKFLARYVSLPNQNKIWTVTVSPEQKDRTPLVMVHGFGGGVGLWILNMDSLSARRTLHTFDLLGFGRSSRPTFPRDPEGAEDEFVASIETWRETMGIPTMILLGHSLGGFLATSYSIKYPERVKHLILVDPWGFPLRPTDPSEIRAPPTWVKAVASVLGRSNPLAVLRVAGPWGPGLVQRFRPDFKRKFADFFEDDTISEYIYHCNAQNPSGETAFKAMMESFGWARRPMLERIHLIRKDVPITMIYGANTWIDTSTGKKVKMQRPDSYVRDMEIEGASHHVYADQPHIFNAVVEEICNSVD
#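 Assay system: mouse ABHD4 enzyme, wild type / Also added: fluorescent activity-based probe FP-Rh / Doses: single nominal dose of 8.92 µM, 0.89% DMSO final / Timing: 45 min compound pre-incubation plus 60 min probe step, 25 °C / Signal: FP readout, ex 525 nm / em 598 nm / Control set: S159A mutant/DMSO as 100%, compound-well median as 0%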
# rCAG binder – binders of r(CAG) RNA repeats, primary screen, biochemical, fluorescence. r(CAG) RNA repeat, TO-PRO-1 dye displacement fluorescence. inhibition, % at 3 µM. 370,000 compounds, 1.3% hits;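 active means inhibition above the plate cutoff, the mean of all test compounds on that plate plus 3 SD, cut at about 35% in these data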;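 further: 0% = DMSO alone and 100% = 100 µM mitoxantrone as full dye displacement; higher means more dye released from RNA so lower well fluorescence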
# NR1D1 modulator – modulators of Rev-erb alpha DNA binding, primary screen, biochemical, FITC-DNA, fluorescence polarization, uHTS; 370,000 compounds, 0.79% hits; activity, % at 10 µM; Rev-erbα–FITC-DNA binding, 90 min; Nuclear receptor subfamily 1 group D member 1 (Homo sapiens), P20393;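 active means activity above about 14%, limit read from the data; passing the limit was not always enough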;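 further: 0% = DMSO wells with 35 nM protein and 100% = DMSO wells with 750 nM protein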
# PRMT1 FP inh – PRMT1 methyltransferase inhibitors, primary screen, biochemical, fluorescence polarization | Protein arginine N-methyltransferase 1 (Homo sapiens), Q99873 | 370,000 compounds, 1.3% hits | recombinant PRMT1, activity-based probe fluorescence polarization | AID 652257, 2013 | inhibition, % at 2.79 µM;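 active means inhibition above about 21% made by adding two undisclosed values, limit read from the data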
# UHRF1 MBD2 ctr – UHRF1 methylated DNA binding inhibitors, primary screen, counter-screen for MBD2 inhibitor project, biochemical, TR-FRET, human UHRF1, single concentration | E3 ubiquitin-protein ligase UHRF1 (Homo sapiens), Q96T88 | UHRF1 binding to methylated oligo | inhibition, % at 4.4 µM | 370,000 compounds, 0.75% hits | AID 687016, 2013; in the data active means inhibition above about 21%;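 further: UHRF1 SRA domain binding a hemimethylated CpG hairpin DNA probe; 0% = median of test compound wells and 100% = reference inhibitor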
# Target sequence (Q96T88 whole entry, looked up, the tested form may be a part): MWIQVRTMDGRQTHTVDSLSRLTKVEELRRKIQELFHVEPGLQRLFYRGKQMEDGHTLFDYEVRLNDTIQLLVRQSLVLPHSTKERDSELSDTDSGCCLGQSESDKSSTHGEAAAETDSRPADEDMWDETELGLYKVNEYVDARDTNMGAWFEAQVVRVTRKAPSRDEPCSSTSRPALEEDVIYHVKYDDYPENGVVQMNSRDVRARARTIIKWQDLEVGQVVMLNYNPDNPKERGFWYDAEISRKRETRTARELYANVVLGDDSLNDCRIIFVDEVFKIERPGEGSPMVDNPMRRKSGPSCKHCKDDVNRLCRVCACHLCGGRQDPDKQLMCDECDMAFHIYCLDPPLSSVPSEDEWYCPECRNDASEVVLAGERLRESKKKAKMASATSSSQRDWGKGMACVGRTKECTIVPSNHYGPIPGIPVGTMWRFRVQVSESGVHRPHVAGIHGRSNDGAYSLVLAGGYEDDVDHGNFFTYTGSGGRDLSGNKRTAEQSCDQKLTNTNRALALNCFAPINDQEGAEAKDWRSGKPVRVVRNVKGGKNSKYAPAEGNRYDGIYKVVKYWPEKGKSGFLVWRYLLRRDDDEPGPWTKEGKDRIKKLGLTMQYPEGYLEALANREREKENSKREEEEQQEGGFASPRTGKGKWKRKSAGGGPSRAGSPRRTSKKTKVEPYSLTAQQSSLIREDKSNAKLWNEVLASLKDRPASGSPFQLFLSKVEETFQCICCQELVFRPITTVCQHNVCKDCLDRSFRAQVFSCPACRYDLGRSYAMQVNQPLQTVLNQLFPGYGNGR
# MBD2 DNA inh – inhibitors of MBD2 binding to methylated DNA, primary screen, biochemical, TR-FRET, DNA-binding domain, human; MBD2 binding to methylated oligonucleotide; inhibition, % at 4.4 µM; 370,000 compounds, 0.31% hits; in the data active means inhibition above about 13%
# TCR-CD3 inh – inhibitors of human TCR-CD3 interaction, primary screen, biochemical, fluorescence, TAMRA-labeled TCR probe; T-cell receptor (TCR); inhibition, % at 9.4 µM; 360,000 compounds, 0.37% hits; AID 651800, 2012; in the data active means inhibition above about 19%;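 further: recombinant mutant TCR 2C K166C tagged with TAMRA read by polarization; 0% = receptor in buffer alone and 100% = receptor with positive control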
# PG9 binder – binders of HIV-1 gp120 antibody PG9, primary screen, biochemical, TR-FRET; HIV-1 gp120 / PG9 antibody interaction; TR-FRET gp120-PG9 antibody binding; inhibition, % at 6.7 µM; 360,000 compounds, 0.43% hits; in the data active means inhibition above about 8.5%
# LEDGF integ inh – blockers of LEDGF/p75-dependent integrase strand transfer – biochemical, TR-FRET, high throughput, primary screen | HIV-1 integrase (with human LEDGF/p75) | TR-FRET IN-LEDGF/p75 DNA integration, Eu/Cy5 | inhibition, % at 3.7 µM | 370,000 compounds, 0.64% hits | AID 743269, 2014;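 active means inhibition above the screen-wide mean plus 3 SD, cut at about 13% in these data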;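 further: signal is the Cy5 over europium emission ratio at 671 and 618 nm; 0% = plate median of compound wells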
# HTRA1 inh – HTRA1 serine protease inhibitors, primary screen, biochemical, fluorescence polarization, HTS. 340,000 compounds, 0.5% hits. inhibition, % at 5.96 µM. Q92743. AID 504803, 2011. recombinant HTRA1, FP-rhodamine activity-based probe; in the data active means inhibition above about 36%;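 further: 0% = enzyme with DMSO and 100% = wells lacking enzyme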
# * = called active by the depositor; / = not tested or not shown. These rows are one share of the data, so the mix of outcomes need not match the whole.
SMILES,ABHD4 inh,rCAG binder,NR1D1 modulator,PRMT1 FP inh,UHRF1 MBD2 ctr,MBD2 DNA inh,TCR-CD3 inh,PG9 binder,LEDGF integ inh,HTRA1 inh
CCOc1ccccc1N=c1oc2cc(O)ccc2cc1C(=O)NCC1CCCO1 (configuration not stated),11,11,3,-1,0,8,2,0.0,-3,0
CC(C)CC(NC(=O)COc1ccccc1)C(=O)O (configuration not stated),4,0,-2,0,-1,-5,6,-1.3,0,-2
CN1Cc2c(N3CCOCC3)nc(SCc3ccccc3)c(C#N)c2CC1(C)C,0,2,-2,0,0,-3,2,-2.2,0,-9
CSc1cccc(NC(=O)COc2ccccc2C)c1,-10,-5,0,-2,3,2,2,-0.2,-2,-9
Cc1ccc(C2=NN(C(=O)CSc3nc4ncc(Cl)cc4[nH]3)C(c3ccco3)C2)cc1 (configuration not stated),-4,5,5,0,3,-1,-2,-0.1,5,-3
COc1ccc(NS(=O)(=O)c2cc(NC(=O)c3ccco3)ccc2N2CCCCC2)cc1,-29,4,-1,-2,-2,2,2,0.8,5,-42
Cc1nn(C)c(C)c1NC(=O)CC12CC3CC(CC(C3)C1)C2,4,-10,-3,-1,4,1,-5,-1.7,2,4
O=c1[nH]c(-c2ccccn2)nc(C(F)(F)F)c1Br,-12,1,-2,-2,-1,-4,-2,-2.2,6,7
O=C(N/N=C/c1ccco1)c1ccc(Br)o1,0,3,4,0,-4,0,3,-1.9,2,5
COc1ccc(C)cc1S(=O)(=O)N1CCN(C(=O)c2ncoc2-c2cccc(F)c2)CC1,5,0,-3,-2,-1,-3,6,0.8,-3,3
COC(=O)c1ccc(C)c(NS(=O)(=O)c2ccc(C)c([N+](=O)[O-])c2)c1,0,14,-5,1,-1,4,4,-0.3,1,-4
Cc1cc(NC(=O)CSc2nc3ccccc3c(=O)n2Cc2ccccc2)no1,8,1,15,1,0,3,1,1.2,-4,-26
CCOC(=O)c1sc(=S)n(Cc2ccccc2)c1N,-1,3,4,3,0,4,-3,0.4,-2,-10
CCSc1nnc(NC(=O)CSc2nnc(CNC(=O)c3ccccc3F)o2)s1,6,8,-5,3,-2,1,9,-0.6,2,7
CCOC(=O)C1=CCN(S(=O)(=O)c2ccccc2F)C1c1ccc(C)cc1 (configuration not stated),1,-1,-7,2,-1,2,4,-0.4,-3,/
CC(=O)n1cc(N(C(=O)CCl)c2ccc(C)cc2)c2ccccc21,1,-7,-2,4,0,6,-1,-1.5,0,-4
CN(C)S(=O)(=O)c1ccc(NC(=O)CN2CCCCCC2)cc1,3,-1,0,-3,1,0,4,-0.3,-2,4
OCCCC1CCCN(Cc2cn[nH]c2-c2ccc(F)cc2F)C1 (configuration not stated),3,-6,-3,-2,2,2,-9,-0.9,-2,-3
CC(NC(=S)NCCc1ccccc1)C(c1cccs1)N1CCN(C)CC1 (configuration not stated),-1,-2,2,-2,-1,-4,7,-1.9,-1,1
Cc1[nH]n(-c2ccccc2)c(=O)c1N=Nc1ccccc1,3,-3,6,-1,-1,-3,-3,-3.5,-2,-4
Cc1nnc(-c2cccc(Br)c2)c2cn(-c3ccc(Br)cc3)nc12,-18,1,0,-1,0,4,-8,-6.0,-1,-38
Cc1ccc(S(=O)(=O)N2C[C@H]3C(=O)C[C@@H](c4ccccc4)N(S(=O)(=O)c4ccc(C)cc4)[C@H]3C[C@H]2c2cccs2)cc1,2,9,7,2,19,3,-3,-2.0,1,/
CCCCc1ccc(NC(=O)C(=O)NCCN2CCN(C(=O)c3ccc([N+](=O)[O-])cc3)CC2)cc1,-5,4,6,9,-1,0,-2,1.2,3,1
O=C(CCc1c[nH]c2ccccc12)N1CCN(S(=O)(=O)c2ccc([N+](=O)[O-])cc2)CC1,1,4,-12,-4,1,-2,2,-0.9,0,-3
COc1cccc(-c2csc(NC(=O)Oc3ccccc3)n2)c1,-2,3,4,3,-2,-2,7,-0.9,-2,-4

# Carrying on:
SMILES,ABHD4 inh,rCAG binder,NR1D1 modulator,PRMT1 FP inh,UHRF1 MBD2 ctr,MBD2 DNA inh,TCR-CD3 inh,PG9 binder,LEDGF integ inh,HTRA1 inh
CCn1c(=O)cc(OCC(=O)Nc2ccccc2C#N)c2ccccc21,-2,1,4,2,-3,3,-1,0.4,-2,-4
COc1ccc(NC(=O)Oc2ccccc2)cc1Cl,-2,2,1,-3,4,1,-4,0.5,3,5
CC1CC(C(F)(F)F)n2nc(C(=O)O)cc2N1 (configuration not stated),0,3,-3,3,0,0,2,-0.6,-6,3
COc1cc(C2c3[nH]c4ccccc4c3C[C@H]3C(=O)N(C4CC4)CC(=O)N23)ccc1OC(C)C (some centres not stated),-2,7,7,-2,-1,-5,10,-1.6,5,9
COCCNC(=O)COc1ccc(N(C)S(=O)(=O)c2ccc3ccccc3c2)cc1,-6,-4,-1,-1,2,3,0,-1.9,4,-1
Cc1c(C(=O)NC(C)C)oc2c1-c1[nH]ncc1CC2,6,3,2,0,11,-2,4,-0.8,-2,16
NC(=O)c1cccc(S(=O)(=O)N2CCCCC2)c1,3,0,5,-3,-2,-3,0,0.4,0,6
COc1ccc(C2(C(=O)NCCCN3CCOCC3)CCOCC2)cc1,-1,-2,3,-1,2,-3,4,0.4,-2,-1
COc1ccc(C2CC(c3ccccc3)=NN2C(=O)COC(=O)c2cccc(N)c2)cc1 (configuration not stated),-9,7,-3,13,-1,3,-1,1.3,-6,-33
Cc1ccc(C(=O)CN(CCCC(N)=O)C(=O)c2ccncc2)cc1,-1,3,-3,-2,1,-2,-6,-1.4,2,1
COc1ccc(CCNC(=O)c2c(Cl)ccc(Cl)c2OC)cc1OC,2,-2,5,1,0,-3,4,-1.1,-4,1
C[C@H](CO)N1C[C@H](C)[C@@H](CN(C)Cc2ccc(Cl)c(Cl)c2)Oc2c(NC(=O)CCC(F)(F)F)cccc2C1=O,-20,2,-4,1,-2,-2,4,-1.4,0,-74
O=Cc1cccc(Oc2ccc([N+](=O)[O-])cc2[N+](=O)[O-])c1,0,-1,-2,0,-1,0,7,-0.2,-3,2
COC(=O)C1=Cc2cc(OC)cc([N+](=O)[O-])c2OC1N1CCOCC1 (configuration not stated),3,-3,3,-2,1,-9,1,-2.4,5,6
c1ccc(Nc2scc(-c3ccccc3)[n+]2Cc2ccco2)cc1,5,0,-2,8,-1,-2,9,-0.1,2,2
CCOC(CC(=O)NNC(=O)c1c(-c2c(Cl)cccc2Cl)noc1C)OCC,-3,6,-1,0,1,-4,12,-1.6,-2,/
Cc1cccc(CSc2nnc(NC(=O)CSc3nnc(C)s3)s2)c1,-6,26,1,-1,0,3,-1,-2.1,4,-7
Cc1ccccc1CN1[C@@H](C)[C@H](c2ccccc2)Oc2cccc(N3CCCC3)c2S1(=O)=O,-1,6,-1,0,0,-1,-1,-0.5,-1,/
Nn1c(-c2ccccc2)cc(-c2ccccc2)cc1=O,3,-4,-1,0,-1,-10,4,0.6,-4,-4
Cc1cc(Nc2cccc(Cl)c2)n2ncnc2n1,-1,3,-3,-10,0,-1,2,0.8,3,-1
O=C(CSc1ccc(-c2ccccn2)nn1)N1CCCC1,6,-2,3,-7,-3,-6,-3,-0.3,6,6
NC1=NC(=O)C(Cc2cccc(Cl)c2)S1 (configuration not stated),9,-1,3,-2,-3,-7,-4,1.1,0,4
CCn1c(SCC(=O)NNC(=O)c2ccccc2)nnc1-c1ccncc1,0,0,0,-6,-4,4,-3,0.6,-1,3
Cc1ccc(NC2c3ncccc3C(=O)N2Cc2ccc(F)cc2)cc1 (configuration not stated),-10,-4,2,1,-4,-1,7,-0.5,6,3
CC(C)(C)OC(=O)NCCCC[C@H](NC(=O)c1nc[nH]c1C(=O)N1CCN(c2ccccc2)CC1)C(=O)OC(C)(C)C,-3,-4,-1,2,1,1,-3,-1.4,2,-13

# Given as labelled records: two of the compounds above
canonical_smiles: COCCNC(=O)COc1ccc(N(C)S(=O)(=O)c2ccc3ccccc3c2)cc1
  ABHD4 inh: -6
  rCAG binder: -4
  NR1D1 modulator: -1
  PRMT1 FP inh: -1
  UHRF1 MBD2 ctr: 2
  MBD2 DNA inh: 3
  TCR-CD3 inh: 0
  PG9 binder: -1.9
  LEDGF integ inh: 4
  HTRA1 inh: -1

canonical_smiles: Cc1c(C(=O)NC(C)C)oc2c1-c1[nH]ncc1CC2
  ABHD4 inh: 6
  rCAG binder: 3
  NR1D1 modulator: 2
  PRMT1 FP inh: 0
  UHRF1 MBD2 ctr: 11
  MBD2 DNA inh: -2
  TCR-CD3 inh: 4
  PG9 binder: -0.8
  LEDGF integ inh: -2
  HTRA1 inh: 16

# Carrying on.
SMILES,ABHD4 inh,rCAG binder,NR1D1 modulator,PRMT1 FP inh,UHRF1 MBD2 ctr,MBD2 DNA inh,TCR-CD3 inh,PG9 binder,LEDGF integ inh,HTRA1 inh
CCOC(=O)C1=C(C)Nc2nc(C)nn2C1c1ccc(OC)c(OC)c1 (configuration not stated),-5,0,6,-3,-1,-1,7,-0.7,-1,10
Cc1ccc(C(CNC(=O)c2ccc(Br)o2)N2CCN(C)CC2)cc1 (configuration not stated),6,-7,-3,1,-1,-1,1,1.0,0,-3
CCOc1ccc2nc(NC(=O)C3CCCN(S(=O)(=O)c4cccs4)C3)sc2c1 (configuration not stated),-4,5,-7,1,1,4,-1,1.6,2,-38
O=C(O)CN1C(=O)/C(=C\c2cccc(OCc3ccc(F)cc3)c2)SC1=S,-6,81*,-3,4,-1,1,1,-1.4,2,-27
CCOC(=O)N1CCN(C(=O)c2ccc3c(c2)sc2nc(-c4ccc(OC)cc4)cn23)CC1,4,6,2,3,-2,2,5,0.8,0,2
O=C(c1cccc(S(=O)(=O)N2CCCCC2)c1)N1CCOCC1,-2,-3,5,-6,0,-1,1,0.3,-8,5
CCCNC(=O)[C@H](Cc1c[nH]c2ccccc12)NC(=O)c1ccccc1Cl,9,3,0,2,7,-1,-8,-0.1,-2,0
Cc1coc2c(C)c3oc(=O)c(CC(=O)N[C@@H](CC(C)C)C(=O)O)c(C)c3cc12,-8,18,3,0,5,0,9,0.9,4,3
O=C(NCc1ccco1)c1c(O)c2cccc3c2n(c1=O)CCC3,1,4,13,2,3,0,-5,1.3,1,-8
COC(=O)CSc1nc(Cc2ccccc2)nc2ccccc12,-2,-7,4,0,1,-3,5,-0.8,1,-11
COc1ccccc1CCc1nnc(CCC(=O)NCCOc2cccnc2)o1,1,0,4,0,25*,4,7,-2.0,3,8
C=CCn1c(SCC(=O)Nc2ccc(Br)cc2)nc(O)cc1=O,-19,18,1,0,3,1,-8,-1.9,2,-22
Cc1cccc(NC(=O)CCCSc2nc3ccccc3[nH]2)c1,-11,2,7,-3,2,1,-7,-2.7,-2,-24
CS(=O)(=O)c1ccc(C(=O)Nc2cccc(-c3nc4ccccc4[nH]3)c2)cc1,-24,14,3,5,5,0,3,-0.8,1,-31
CCCNC(=S)N1CCCC(c2nc3ccccc3[nH]2)C1 (configuration not stated),-1,-3,2,-1,-1,-4,12,-0.2,0,3
